Source: PubChem (Sanford-Burnham Center for Chemical Genomics)
XBP1 UPR activ: adaptive UPR (XBP1) activation; AID 463104; activation, % at 20 µM; 330,000 tested, 0.33% active; CHO-XBP1 luciferase reporter, IRE1-XBP1 UPR activation, luminescence; percent of tunicamycin response, DMSO as zero;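 active = versus positive control, 20 µM dose yields 30% or more activation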;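 note: 100% = tunicamycin at 10 µg/mL and 0% = DMSO only wells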
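Material: CHO cell line with stable XBP1 luciferase reporter; buffer or medium: F12 medium containing 10% fetal bovine serum; compound: single point, 20 µM final compound, 1% DMSO; incubation: 6 h treatment, 37 °C; measured by: glow luminescence from Steady-Glo reagent; evaluation: activation, % of tunicamycin; control set: tunicamycin high, DMSO low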
tim10-1 inh: growth inhibitors of tim10-1 mutant yeast; S. cerevisiae tim10-1 ts strain growth, BacTiter-Glo, 24 h; inhibition, % at 20 µM; 330,000 tested, 2.2% active;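 active = inhibition of at least 40%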;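 note: mutant grown at 25 °C; 0% = DMSO wells with yeast and 100% = wells holding no yeast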
UPR CHOP act: apoptotic UPR (CHOP) activation; 330,000 tested, 0.34% active; activation, % at 10 µM; AID 449763; CHO-CHOP luciferase reporter, luminescence; percent of tunicamycin response over DMSO baseline;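 active = at 10 µM dose, activation of 40% or more, normalized to positive control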;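 note: 100% = tunicamycin at 10 µg/mL and 0% = DMSO alone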
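System: CHO CHOP reporter cells. Amount: 500 cells per well. Buffer or medium: F12 medium, 10% FBS. Compound dosing: one dose, 10 µM in 0.5% DMSO. Incubation: 6 h compound exposure at 37 °C after overnight seeding. Technique: Steady-Glo luciferase luminescence. Benchmarks: tunicamycin and DMSO controls.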
Mdm2-MdmX inh: human Mdm2/MdmX binding inhibition | SaOS-2 split-luciferase Mdm2/MdmX complementation, luminescence | inhibition, % at 8 µM | 330,000 tested, 3% active | AID 485346;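 active = inhibition of at least 50% at 8 µM in the primary screen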
CXCR6 inh: blocks human CXCR6 beta-arrestin recruitment | inhibition, % at 20 µM | AID 602244 | 360,000 tested, 0.36% active | CHO-K1 PathHunter CXCR6 beta-arrestin, luminescence; in the data active = inhibition above about 34%, passing the limit was not always enough;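 note: antagonist mode with CXCL16 agonist at 10 nM final; 0% = 10 nM CXCL16 with DMSO and 100% = unstimulated wells without agonist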
Target sequence (O00574 whole entry, looked up): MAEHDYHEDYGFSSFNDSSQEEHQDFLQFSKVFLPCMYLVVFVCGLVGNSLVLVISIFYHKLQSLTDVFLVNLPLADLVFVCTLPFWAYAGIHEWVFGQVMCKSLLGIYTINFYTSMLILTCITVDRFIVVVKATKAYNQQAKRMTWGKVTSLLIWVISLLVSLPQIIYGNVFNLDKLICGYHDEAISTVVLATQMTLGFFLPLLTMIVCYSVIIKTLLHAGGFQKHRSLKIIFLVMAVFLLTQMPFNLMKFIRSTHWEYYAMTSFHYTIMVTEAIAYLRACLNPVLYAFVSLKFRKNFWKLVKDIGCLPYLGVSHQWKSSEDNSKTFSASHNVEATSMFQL
tim23-1 inh: tim23-1 yeast growth inhibition; inhibition, % at 20 µM; AID 463212; S. cerevisiae tim23-1 growth, BacTiter-Glo luminescence, 24 h; 330,000 tested, 1.3% active;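 active = growth inhibition of the mutant yeast at or above 50%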;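 note: temperature-sensitive mutant grown at 25 °C; plate controls were DMSO-treated mutant yeast for no effect and medium wells lacking yeast for full effect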
APJ agonist: activates the human apelin receptor APJ; P35414; CHO-K1 APJ PathHunter beta-arrestin, luminescence; 0% DMSO wells, 100% apelin; activation, % at 20 µM; 330,000 tested, 0.11% active; AID 2520;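 active = activation more than six SD over the plate average, tested at 20 µM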;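 note: 0% = DMSO alone and 100% = apelin-13 at 10 nM; some results filed as inactive read as strong as hits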
Target sequence (P35414 whole entry, looked up): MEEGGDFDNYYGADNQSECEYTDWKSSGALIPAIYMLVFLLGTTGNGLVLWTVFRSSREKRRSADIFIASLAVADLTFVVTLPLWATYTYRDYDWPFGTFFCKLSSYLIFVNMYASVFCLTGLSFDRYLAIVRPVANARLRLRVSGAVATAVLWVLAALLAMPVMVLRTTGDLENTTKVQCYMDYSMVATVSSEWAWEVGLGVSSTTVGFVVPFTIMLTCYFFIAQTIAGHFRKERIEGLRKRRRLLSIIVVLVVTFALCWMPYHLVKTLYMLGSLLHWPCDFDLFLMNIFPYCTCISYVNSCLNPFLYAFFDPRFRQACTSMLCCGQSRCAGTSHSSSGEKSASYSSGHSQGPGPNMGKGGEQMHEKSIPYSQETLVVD
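Assay system: CHO-K1 APJ beta-arrestin complementation cell line / Compound: single test compound dose, 20 µM final, 1% DMSO / Times: overnight seeding, 90 min compound at 25 °C, 1 h detection / Technique: beta-gal luminescence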
APJ antag: antagonists of human APJ apelin receptor | inhibition, % at 20 µM | P35414 | CHO-K1 APJ beta-arrestin complementation, luminescence | 330,000 tested, 0.32% active;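 active = inhibition above about 40% at 20 µM, limit read from the data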;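 note: cells challenged with 10 nM apelin-13 agonist together with compound; plate controls were apelin-13 plus DMSO wells for no effect and DMSO wells lacking apelin-13 for full effect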
TIM10 inh: growth inhibitors of TIM10 yeast strain. S. cerevisiae TIM10 strain growth, BacTiter-Glo luminescence, 24 h. inhibition, % at 10 µM. 330,000 tested, 1.4% active. AID 463195;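 active = inhibition of 40% or more at the single tested concentration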;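 note: wild-type TIM10 isogenic control strain grown at permissive 25 °C; 0% = DMSO yeast wells and 100% = minimal medium wells without yeast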
Active calls of the source: *; / = no result given.

nr | SMILES | XBP1 UPR activ | tim10-1 inh | UPR CHOP act | Mdm2-MdmX inh | CXCR6 inh | tim23-1 inh | APJ agonist | APJ antag | TIM10 inh
1 | CC(C)c1ncc(S(=O)(=O)c2ccc(C(F)(F)F)cn2)c(N)n1 | 0 | 4 | 0.5 | 3 | -7 | -2 | -1 | -10 | -6
2 | COCC1CCN(C(=O)c2ccc(OC)c(OC3CCN(C(C)C)CC3)c2)CC1 | -1 | 0 | -2.6 | 6 | -3 | -6 | -4 | 17 | -4
3 | Cc1ccc(S(=O)(=O)Nc2c(C)nc3nc[nH]n3c2=O)c(C)c1 | -2 | -7 | -0.1 | -13 | 2 | 24 | 1 | 3 | 8
4 | CC(/C=N/NC(=O)Cc1cccn1C)=C\c1ccccc1 | -1 | 7 | 2.0 | 4 | -2 | 15 | 0 | -13 | -7
5 | O=C(CCCN1C(=O)CSc2ncccc21)N1CCN(Cc2ccccc2)CC1 | -1 | 4 | 0.6 | 9 | -4 | 12 | -4 | 2 | 5
6 | CCC(=O)Nc1ccccc1C(=O)N1CCN(Cc2ccccc2)CC1 | -3 | -12 | 0.5 | 6 | -3 | -11 | 1 | 9 | -7
7 | CC1CCCCC1NC(=O)C(=O)NCC1CCCO1 (stereo not given) | 0 | 14 | 0.7 | 11 | -8 | -3 | 0 | 19 | -6
8 | Cc1cc(C)nc(Oc2ccc(Br)cc2)n1 | 0 | -9 | 2.6 | 4 | -11 | 8 | -3 | 10 | 9
9 | CCC(C)(C)C(=O)O[C@H]1C[C@@H](C)C=C2C=C[C@H](C)[C@H](CC[C@@H]3C[C@@H](O)CC(=O)O3)[C@H]21 | -9 | 29 | 0.1 | 55* | -4 | 23 | 3 | -3 | 12
10 | CCOCCCN(C(=O)c1snc(C(N)=O)c1N)C(C(=O)NCCC(C)C)c1ccc(Cl)cc1 (stereo not given) | -3 | 11 | 0.2 | -1 | 12 | 16 | -4 | 0 | 10
11 | O=C(NCCCN1CCCC1=O)Nc1ccc(Cl)cc1Cl | -1 | 2 | 1.9 | 8 | -3 | 9 | -2 | 2 | 4
12 | CCOC(=O)c1ccccc1N/C=C/C(=O)c1cccs1 | 4 | 9 | 2.5 | -6 | 3 | 35 | -3 | 10 | 6
13 | Cc1cc(C)c(S(=O)(=O)NCc2cccnc2)cc1C | -6 | -6 | -0.9 | 2 | 6 | -3 | -4 | -25 | 3
14 | Cn1c(NCc2cc(Br)ccc2O)nc2ccccc21 | 0 | 38 | 0.9 | 24 | -16 | 7 | -3 | -4 | 7
15 | CCCNS(=O)(=O)c1ccc(NC(=O)c2ccccn2)cc1 | -6 | 9 | 2.9 | -8 | 0 | 21 | 1 | -5 | 10

Limited to tim23-1 inh (3 entries from above):
no. | SMILES | tim23-1 inh
7 | CC1CCCCC1NC(=O)C(=O)NCC1CCCO1 (stereo not given) | -3
8 | Cc1cc(C)nc(Oc2ccc(Br)cc2)n1 | 8
9 | CCC(C)(C)C(=O)O[C@H]1C[C@@H](C)C=C2C=C[C@H](C)[C@H](CC[C@@H]3C[C@@H](O)CC(=O)O3)[C@H]21 | 23

The results go on.
nr | SMILES | XBP1 UPR activ | tim10-1 inh | UPR CHOP act | Mdm2-MdmX inh | CXCR6 inh | tim23-1 inh | APJ agonist | APJ antag | TIM10 inh
16 | Cc1nc(N2CCCC2)c2ccsc2n1 | -1 | 4 | -2.3 | 34 | -3 | 9 | -3 | -17 | -16
17 | O=C(NN1C(=O)NC2(CCCCC2)C1=O)c1ccc(-c2ccccc2Cl)o1 | 2 | -3 | -0.4 | 13 | -1 | 0 | -3 | -5 | 11
18 | Nc1nnc(-c2ccccc2[N+](=O)[O-])o1 | -1 | 17 | -0.1 | 8 | -10 | 6 | 13 | -37 | -11
19 | CCc1ccc(-c2cc(C(=O)NCc3ccccn3)c3ccccc3n2)cc1 | 1 | 7 | 3.2 | 6 | -5 | 35 | -3 | -7 | 10
20 | COc1cc(CN2CCN(c3ccccc3F)CC2)c([N+](=O)[O-])cc1OC | 0 | 18 | -1.9 | -12 | -2 | 14 | 0 | -11 | 2
21 | CC(C)CC(=O)NCc1ccc(F)cc1 | -2 | 9 | -0.2 | 15 | -4 | 8 | 3 | 8 | -17
22 | Cc1ccc(CCNS(=O)(=O)c2cc3c(cc2C)NC(=O)CO3)cc1 | -2 | 16 | -4.0 | 12 | -7 | 14 | -3 | -13 | 10
23 | CCOC(=O)c1sc(/N=C/N(C)C)nc1C | -2 | 3 | 0.3 | 19 | -4 | -6 | -2 | 1 | 4
24 | CCc1nnc(SCC(=O)NC2CCCC2)nc1CC | 0 | 4 | -2.3 | -37 | 2 | 17 | 2 | 10 | 6
25 | CC1CCN(C(=O)CCNC(=O)c2ccccc2)CC1 | 0 | 11 | 4.8 | 9 | -8 | 21 | 1 | 8 | 2
26 | Cc1cccc(/C=C2\Sc3ccc(C(=O)N4CCC(C(N)=O)CC4)cc3N(C)C2=O)c1 | -4 | 3 | 3.4 | 47 | 1 | 0 | -4 | 7 | 4
27 | CCOC(=O)C(=CNc1ccccc1Cl)C(=O)OCC | 2 | -13 | 0.6 | -5 | -3 | -4 | 2 | 3 | -15
28 | Cc1ccc(Nc2nc3ccccc3s2)c(C)c1 | -2 | 38 | 0.6 | -154 | -9 | 58* | 0 | 10 | 37
29 | O=c1c(C(c2ccc(O)cc2)c2c(O)nc3n(c2=O)CCS3)c(O)nc2n1CCS2 | -4 | 11 | -1.2 | -9 | 5 | 8 | -2 | -8 | 8
30 | C/C(=N/NS(=O)(=O)c1ccc(Cl)cc1)c1ccc2c(c1)OCO2 | 3 | 4 | -0.4 | 21 | -3 | 27 | 0 | -1 | 12

Single records (already shown). Order of values: XBP1 UPR activ	tim10-1 inh	UPR CHOP act	Mdm2-MdmX inh	CXCR6 inh	tim23-1 inh	APJ agonist	APJ antag	TIM10 inh
CC(C)CC(=O)NCc1ccc(F)cc1 across the screens: -2	9	-0.2	15	-4	8	3	8	-17
CC1CCN(C(=O)CCNC(=O)c2ccccc2)CC1 across the screens: 0	11	4.8	9	-8	21	1	8	2
CCc1nnc(SCC(=O)NC2CCCC2)nc1CC across the screens: 0	4	-2.3	-37	2	17	2	10	6
O=c1c(C(c2ccc(O)cc2)c2c(O)nc3n(c2=O)CCS3)c(O)nc2n1CCS2 across the screens: -4	11	-1.2	-9	5	8	-2	-8	8
CCOC(=O)C(=CNc1ccccc1Cl)C(=O)OCC across the screens: 2	-13	0.6	-5	-3	-4	2	3	-15

(more compounds)
nr | SMILES | XBP1 UPR activ | tim10-1 inh | UPR CHOP act | Mdm2-MdmX inh | CXCR6 inh | tim23-1 inh | APJ agonist | APJ antag | TIM10 inh
31 | O=c1onc(-c2ccc(Cl)cc2Cl)n1-c1cccnc1 | -1 | -9 | 0.4 | -11 | -25 | -10 | 14 | -91 | 4
32 | CN(C)c1ccc(NC(=O)c2cccc([N+](=O)[O-])c2)c2ccccc12 | 7 | 5 | 2.0 | -21 | -5 | 33 | 7 | 4 | -7
33 | CCCCN(C(=O)CCC(=O)Nc1cc(C)on1)C(C(=O)NC1CCCC1)c1ccc(OC)cc1 (stereo not given) | 0 | -2 | 1.8 | 26 | 6 | 3 | 1 | -2 | 1
34 | CC1CN(C(=O)CSc2nnc(-c3ccccc3)o2)CC(C)O1 (stereo not given) | -4 | 8 | 4.0 | 15 | 6 | 13 | -5 | 5 | 3
35 | Cc1cnc(-c2nnc(N(C)C(=O)C3CCCO3)s2)cn1 (stereo not given) | 1 | 16 | 1.2 | 17 | -8 | 0 | -4 | -4 | 6
36 | Cc1nc2ccc(NC(=O)CCS(=O)(=O)c3ccc(Cl)cc3)cc2s1 | -1 | 27 | 0.4 | 15 | -13 | 26 | 3 | 4 | 11
37 | O=C(CSc1nnc(-c2cccnc2)o1)Nc1ccccc1F | 0 | 4 | 4.1 | -60 | -4 | 10 | 2 | 25 | -2
38 | Cc1ccc2cc(NC(=O)c3ccc(C(C)(C)C)cc3)ccc2n1 | 3 | 7 | 1.8 | 23 | -6 | 36 | -1 | 7 | -4
39 | O=C1c2ccccc2C(=O)c2c([N+](=O)[O-])ccc(O)c21 | 1 | 59* | 0.1 | 5 | 23 | 59* | -2 | 7 | 35
40 | Fc1ccc(-c2[nH]ncc2CN2CCN(c3ccc(F)cc3)CC2)cc1 | -3 | 4 | 0.1 | 32 | -6 | 9 | -2 | -3 | -9
41 | CN1CCc2c(sc(NC(=O)Cc3ccc(F)cc3)c2C(N)=O)C1 | 2 | 8 | -0.2 | -14 | 3 | -5 | -3 | 7 | 4
42 | Cc1ccc(N(CCC(=O)Nc2nnc(C3CC3)s2)S(=O)(=O)c2ccccc2)cc1 | -2 | 7 | 1.8 | 8 | / | 7 | -4 | 13 | -11
43 | COc1ccc(NC(=O)CS(=O)CC(=O)Nc2cccnc2)cc1 (stereo not given) | 5 | -4 | 2.5 | 15 | -4 | 1 | -1 | 9 | -11
44 | COc1ccc2cc(C[C@@H]3CC[C@@H](CO)O3)ccc2c1 | 4 | 12 | 4.6 | -26 | -2 | 43 | / | / | 7
45 | Cc1nc2ccccn2c1C(=O)CSc1cccc(Cl)c1 | 4 | -15 | 1.0 | 6 | -17 | 2 | -2 | 2 | -6
46 | CC[C@]1(C(=O)OC)[C@H]2C(=O)N(Cc3ccccc3)C(=O)[C@H]2[C@H]2CN=C(SC)N21 | 2 | 21 | 1.2 | -11 | 5 | 36 | / | / | -4
47 | O=C(NCCC1CCCCN1S(=O)(=O)c1ccccc1)C(=O)NCc1ccc(F)cc1 (stereo not given) | -3 | 26 | -0.5 | 13 | 5 | 21 | -3 | -54 | 4
48 | CCCNC(=O)c1ccccc1NS(=O)(=O)c1ccc(OC)c(OC)c1 | -2 | 8 | 1.5 | -4 | 4 | 1 | -1 | 3 | -4
49 | N#CC1=C(SCC(N)=O)NC(=O)CC1c1ccccc1Cl (stereo not given) | -3 | 31 | -1.1 | 24 | 1 | 31 | -3 | 1 | 4
50 | COc1cc(OC)c2ccc(=O)oc2c1C(CCN1CCN(c2ccccc2)CC1)c1ccc(N(C)C)cc1 (stereo not given) | -2 | -10 | -1.0 | 28 | 10 | 5 | 7 | -11 | -1
51 | NC(=O)N/N=C/c1ccc(OCc2cccc(Cl)c2)cc1 | 3 | 16 | 2.2 | -1 | -10 | -2 | -1 | 13 | -2
52 | Cc1nn(C(C)C(=O)Nc2ccc3c(c2)OCO3)c(C)c1[N+](=O)[O-] (stereo not given) | -1 | -24 | -1.1 | 9 | -4 | 5 | -3 | -16 | -9
53 | CN1/C(=C\C(=S)Nc2ccccc2)C(C)(C)c2ccccc21 | 1 | 51* | 0.6 | 25 | 0 | 34 | -2 | 18 | 48*

An excerpt; rates above refer to the full screens.
